Rad51 HR inh = blocks human Rad51 in homologous recombination. actives 0.085% (n = 200,000). hRad51 DNA strand exchange, fluorescence dequenching. AID 1385. inhibition, % at 10 µM;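 active = inhibition above 40% at the single screening dose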;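 also: 0% = DMSO control wells and 100% = blanks with heterologous ssDNA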
Target sequence (Q06609 whole entry, looked up): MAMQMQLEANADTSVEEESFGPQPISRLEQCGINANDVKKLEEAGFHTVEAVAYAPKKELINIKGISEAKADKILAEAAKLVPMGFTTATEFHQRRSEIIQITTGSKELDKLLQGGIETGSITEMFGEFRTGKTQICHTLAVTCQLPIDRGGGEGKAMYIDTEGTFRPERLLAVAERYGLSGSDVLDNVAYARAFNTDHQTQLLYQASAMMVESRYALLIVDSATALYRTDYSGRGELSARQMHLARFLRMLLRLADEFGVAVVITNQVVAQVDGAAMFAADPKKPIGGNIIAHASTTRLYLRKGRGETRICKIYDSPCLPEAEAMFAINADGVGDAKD
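Material: human Rad51–ssDNA filaments; Probe or stimulus: labelled 47-mer dsDNA for strand exchange; Doses: single 10 µM dose; Incubation: 37 °C 15-min filament assembly, 30-min compound preincubation, 15-min exchange; Technique: FRET fluorescence dequenching, excitation 485 nm, emission 520 nm; Measure: Fluorescence-based percent inhibition, control- and blank-normalised; Benchmarks: plate control and blank wells.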
EBV gp42 inh = inhibitors of Epstein-Barr virus glycoprotein 42; Q1HVG2; Fluorescence polarization binding assay, mP read-out; inhibition, % (tested at 21.74 µM); actives 0.42% (n = 220,000); in the data active = inhibition above about 50%
Target sequence (Q1HVG2 whole entry, looked up): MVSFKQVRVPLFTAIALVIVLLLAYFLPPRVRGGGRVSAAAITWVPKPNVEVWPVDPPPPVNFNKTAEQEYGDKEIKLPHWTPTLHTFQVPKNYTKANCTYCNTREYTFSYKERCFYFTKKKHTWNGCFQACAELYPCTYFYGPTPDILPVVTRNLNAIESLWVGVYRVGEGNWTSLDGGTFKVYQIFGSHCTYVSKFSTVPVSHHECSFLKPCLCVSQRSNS
PERK inhibitor = inhibitors of human PERK kinase; CHO PERK-DD fusion, SEAP luminescence translation reporter; inhibition, % at 5.6 µM; actives 0.17% (n = 220,000);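 active = inhibition above the mean inhibition of all tested compounds plus 3 SD, set separately per screening campaign, cut at about 2.9% in these data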;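 also: PERK kinase domain activated by AP20187 dimerizer at 100 nM; 0% = DMSO with dimerizer and 100% = rapamycin at 8.4 µM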
TNF death inh = blocks TNF-alpha induced death of Jurkat FADD-/- cells | Jurkat FADD-/- TNF necroptosis rescue, ATP luminescence, 24 h; 0 = TNF only, 100 = no-TNF cells | activation (protection from cell death), % at 10 µM | actives 0.068% (n = 220,000) | AID 463075;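 active = activation, meaning protection from cell death, of at least 50% relative to plate controls; inactive = activation below 50%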;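 also: necroptosis triggered by 40 ng/mL TNF-alpha added together with compound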
L929 necroptosis = L929 zVAD cell death inhibition; L929 zVAD necroptosis rescue, ATP luminescence, 24 h; with zVAD 60 µM; actives 0.38% (n = 220,000); viability rescue, % at 10 µM;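 active = activation, scaled between plate controls, above about 75%, limit read from the data; inactive = activation under that limit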;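 also: 0% = zVAD with DMSO and 100% = DMSO alone without zVAD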
eIF4E 4G PPI = eIF4E/eIF4G interaction inhibition in translation initiation; actives 0.37% (n = 220,000); P63073+Q04637; AID 782; inhibition, % at 21.7 µM; TR-FRET eIF4E-eIF4GI(517-606) binding, 2 h;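 active = inhibition above about 30%, limit read from the data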;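 also: 0% = full FRET control wells and 100% = background wells lacking eIF4GI fragment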
m-calpain inh = blocks pig calpain II enzyme activity; purified calpain II, fluorogenic peptide substrate, 30 min; actives 0.37% (n = 220,000); inhibition, % at 16 µM; AID 1236;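 active = inhibition above about 50%, limit read from the data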
Cl transport mod = KCC2 (human) Cl- transport modulation. KCC2 cells, thallium flux FluoZin-2 fluorescence. B-score of Tl+ flux slope (higher = more flux/activation; lower = inhibition) at 10 µM. actives 2.2% (n = 190,000). AID 1456;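 active = thallium flux slope and its plate-corrected score both differing from the plate sample mean at a set confidence after two filtering rounds, in either direction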;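 also: slope of fluorescence scaled to starting intensity during 10 to 20 s after thallium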
Mdm2 ligase inh = inhibitors of human Mdm2 E3 ubiquitin ligase; AID 1230; Q00987; actives 0.11% (n = 210,000); signal enhancement, % at 5 µM; cell-based MDM2 ubiquitination luciferase reporter, 2 h; 0 = plate control, 100 = twice control, blank-subtracted;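 active = signal enhancement of 30% or more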;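 also: luminescence tracks abundance of the self-degrading MDM2-luciferase fusion protein; higher signal means inhibition of MDM2 E3 ligase activity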
Target sequence (Q00987 whole entry, looked up, the tested form may be a part): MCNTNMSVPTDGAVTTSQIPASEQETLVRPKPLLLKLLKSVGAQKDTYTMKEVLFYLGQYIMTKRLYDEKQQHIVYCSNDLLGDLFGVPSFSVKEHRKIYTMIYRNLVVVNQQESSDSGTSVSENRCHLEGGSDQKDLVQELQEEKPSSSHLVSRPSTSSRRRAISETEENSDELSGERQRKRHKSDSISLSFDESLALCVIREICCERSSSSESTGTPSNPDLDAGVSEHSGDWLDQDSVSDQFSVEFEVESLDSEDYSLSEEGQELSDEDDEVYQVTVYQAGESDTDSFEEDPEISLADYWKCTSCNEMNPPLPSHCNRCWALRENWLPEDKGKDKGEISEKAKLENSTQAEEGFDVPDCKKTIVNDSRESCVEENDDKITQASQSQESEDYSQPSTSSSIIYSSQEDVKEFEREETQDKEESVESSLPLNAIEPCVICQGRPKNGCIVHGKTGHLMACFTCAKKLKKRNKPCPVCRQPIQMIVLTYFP
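test system = mammalian cells stably expressing self-ubiquitinating, self-degrading MDM2 E3–luciferase fusion | quantity = 2000 cells/well | incubation = cell settling 4 h, compound treatment 2 h, both 37 °C | signal = luminescence with SteadyLite reagent, 15 min at room temperature | evaluation = % enhancement relative to plate controls after blank subtraction | benchmarks = plate controls and plate blanks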
The depositor's hits bear a star; . = not tested or not shown; [ ] = remark or other dose.

Order of values – Rad51 HR inh	EBV gp42 inh	PERK inhibitor	TNF death inh	L929 necroptosis	eIF4E 4G PPI	m-calpain inh	Cl transport mod	Mdm2 ligase inh
1	O=C(CN1CCN(c2ccc(O)cc2)CC1)Nc1cc([N+](=O)[O-])ccc1Cl
→ 3	11	0.3	0.7	-0.2	3	1	-0.35	-8
2	O=c1c2ccccc2oc2nc3n(c(=O)c12)CCCS3
→ -7	-16	-0.2	1.1	1.7	12[fluorescence artefact?]	-37	.	10
3	COc1ccccc1NC(=O)C1=C(C)NC(=O)NC1c1ccco1 (centres undefined)
→ .	-5	-0.2	0.5	-0.3	-2	-17	0.83	-9
4	CCOC(=O)C(/C(N)=N/C(=O)Nc1ccccc1)=C(\C)O
→ 6	-11	1.1	-0.6	0.0	2	-10	1.1	-4
5	CCCc1nc(NCc2ccccc2)c(C#N)c2c1CCCC2
→ -1	-18	0.6	-0.7	0.4	7	-16	0.34	-9
6	CNC(=O)CSc1nnnn1-c1ccc2c(c1)OCCO2
→ -3	-1	0.6	-0.8	0.1	-2	-17	-0.018	7
7	COC(=O)C(Cc1cnc(Cl)s1)(C(=O)OC)c1ccc([N+](=O)[O-])cc1
→ 11	-12	-0.4	0.4	-1.2	-10	-7	-1.7	-21
8	CCOc1ccccc1CN1CCN(Cc2csc(C(C)=O)c2)CC1CCO (centres undefined)
→ 9	-2	1.1	-0.3	-0.6	0	-15	-0.25	-13
9	Cc1ccc2cc(C#N)c(SCC(=O)N3CCCc4ccccc43)nc2c1
→ 0	1	0.5	2.9	1.7	-2	-3	1.3	-3
10	COc1ccc(OC)c(S(=O)(=O)N2CCC(C(=O)N3CCOCC3)CC2)c1
→ -2	-21	0.9	1.0	12	1	-32	-0.62	2
11	Cc1ccc(SCC(=O)NCC2CCCO2)cc1 (centres undefined)
→ 2	13	1.1	-0.4	3.7	-5	-19	0.32	-1
12	Cc1ccnc(NS(=O)(=O)c2ccc(NC(=O)C(C)(C)C)cc2)n1
→ -1	-8	1.9	3.6	-0.1	-1	-37	0.049	-7
13	O=[N+]([O-])c1ccc(Cl)c(S(=O)(=O)n2ccnc2)c1
→ -7	-5	0.9	1.0	0.9	-2	-10	0.37	-17
14	O=C(c1cn(-c2ccccc2)nc1-c1ccccc1)N1CCN(c2ccccn2)CC1
→ -164	-2	1.4	-5.5	0.5	4	0	0.27	0
15	COc1ccc(OCC(=O)NNC(=O)c2cccc(C)c2)cc1
→ 5	0	1.0	0.5	5.9	4	1	-0.59	-19
16	O=C(COC(=O)c1ccc(Cl)c(Cl)c1)Nc1cccnc1Cl
→ 10	-6	0.2	0.7	0.8	6	7	1.1	2
17	CCNc1nc(NCC)nc(N/N=C/c2cc(OC)c(OC)c(OC)c2)n1
→ .	-11	-1.4	13	1.1	0	-4	-0.82	-11
18	Cc1cccc(OC(=O)c2ccc3nccnc3c2)c1
→ 0	-3	1.1	-0.8	-0.2	12	-9	-0.42	-17
19	CN1C=CC=C/C1=C1\SC(=S)N(c2ccccc2)C1=O
→ .	-9	0.5	-3.3	-0.2	6	-5	.	-16
20	O=C(Cn1nnc(-c2ccccc2-n2cnnn2)n1)c1ccccc1
→ -12	-14	0.3	-1.4	0.0	0	-17	1.2	0
21	Cc1nc2ccccc2c2oc(C(=O)N3CCN(C(=O)c4ccco4)CC3)cc12
→ 2	-18	-1.6	-1.7	0.1	4	-6	-1.1	-10
22	Cc1nn2c(-c3ccccc3)c(-c3ccccc3)nc2[nH]c1=O
→ -11	-15	1.7	1.3	2.8	-3	-282	-2.5	-11
23	O=C(CCc1ccc(S(=O)(=O)NCc2ccccc2)cc1)NCc1cccnc1
→ -1	5	-0.2	2.1	-0.1	14	6	-0.51	-3
24	Clc1ccc(SCCCCn2ccnc2)cc1
→ -3	-10	0.6	-1.8	0.0	-2[fluorescence artefact?]	26	-0.34	-18
25	Cc1ccc(S(=O)(=O)NCc2c(Cl)cccc2Oc2ccccc2)cc1
→ 3	-1	0.3	1.4	-0.2	-7	23	0.9	-6
26	NCCCC[C@@H]1NC(=O)[C@H](CCC(=O)O)NC(=O)c2cc([N+](=O)[O-])cc(I)c2NCC[C@@H](C(N)=O)NC1=O
→ -5	-17	2.3	0.9	-0.3	2	-13	-0.92	.
27	O=C1CCCc2c1cc(C(=O)NCCCN1CCOCC1)c(=O)n2-c1ccc(Cl)cc1
→ -5	-6	-0.6	-1.6	-0.7	2	-37	0.7	-8
28	O=C(c1cccs1)N1N=C(c2ccc(O)cc2)CC1c1ccccc1 (centres undefined)
→ -51	-16	-0.1	1.0	4.9	1	-27	-2.4	16
29	O=C(C1CC12CCCC2)N1CCC(CO)(Cc2ccccc2Cl)CC1 (centres undefined)
→ 13	-10	0.7	0.1	1.6	1	-7	.	-4
30	CC(=O)Nc1ccc(NC(=O)Nc2cc(C)cc(C)c2)cc1
→ 17	0	3.6*	-0.4	19	-8	-23	-0.011	0
31	O=C(CSc1nnc(Cn2c(=O)sc3ccccc32)n1-c1ccccc1)Nc1nccs1
→ -1	-9	-2.0	2.4	-0.7	-10	-18	0.12	-29
32	CCOC(=O)C1CCN(C(=O)c2ccc(NS(=O)(=O)c3ccc(F)cc3C)cc2)CC1
→ 14	-4	-0.5	0.9	4.6	0	-4	-2	-14
33	COc1ccc(NC(=O)C(C)N(c2ccc(C)cc2)S(C)(=O)=O)c(OC)c1 (centres undefined)
→ .	-17	-0.7	-0.4	-1.2	-7	-2	.	-1
34	Cc1ccn2c(C(=O)N/N=C\c3ccc4c(c3)OCO4)c(C)nc2c1
→ .	-6	-0.1	1.7	0.8	-4	-2	0.73	-7
35	CCOc1ccccc1NC(=O)Cn1nnc(-c2ccc(OCC)c(OCC)c2)n1
→ 6	10	-0.1	1.6	-0.3	-20	-26	0.66	-7
36	CC(C)Nc1nnc(SCC(=O)Nc2ccc(F)cc2)s1
→ -6	-24	-0.7	0.9	1.9	1	-17	0.23	-17
37	CCSc1nc2ccccc2c(=O)n1-c1c(C)n(C)n(-c2ccccc2)c1=O
→ -3	8	0.8	-1.0	-1.1	3	13	-0.026	-4
38	COc1cc(NC(=O)c2ccc(NS(=O)(=O)c3c(C)noc3C)cc2)cc(OC)c1
→ 10	-12	1.1	-0.5	0.6	-1	-9	-0.23	-9
39	CN(CCCNC(=O)CSc1cc(=O)n(C)c2ccc(Cl)cc12)Cc1ccccc1
→ 6	-13	0.0	-1.6	-1.4	-2	-36	-0.029	18
40	Cc1ccc(OC(=O)NC2CCS(=O)(=O)C2)cc1C (centres undefined)
→ -5	-7	-0.2	-2.6	-0.5	5	5	0.61	-4
41	COc1cc(/C=N/NC(=O)c2cccc(NC(=O)c3ccccc3Cl)c2)ccc1O
→ -32	-4	-0.2	-0.6	1.8	3	-46	-2.3	-9
42	CC(=O)c1sc(C(C)(C)C)cc1NC(=O)CCC(=O)O
→ 14	-4	1.1	3.0	0.2	-3	10	-1.4	4
43	CN1/C(=C/c2cc[n+](C)c3ccccc23)C=Cc2ccccc21
→ 31	-17	-0.8	-6.7	1.6	17	38	-1.3	-48
44	NS(=O)(=O)c1ccc(NC(=O)COC(=O)CSc2n[nH]c(-c3ccccc3)n2)cc1
→ 1	-16	0.6	-2.8	0.1	5	-46	1.2	-19
45	O=C(Nc1nn[nH]n1)c1cccc(Oc2ccccc2)c1
→ -5	-26	1.1	3.1	1.6	1	-5	0.16	-12
46	COc1cc(C2C(C(C)=O)=C(O)C(=O)N2CCc2ccc(OC)c(OC)c2)ccc1O (centres undefined)
→ 5	-20	0.2	-0.3	1.0	-4	-9	.	-6
47	COC(=O)NCC1(C)CC(NC(=O)OC)CC(C)(C)C1 (centres undefined)
→ 4	-7	0.8	-2.0	-0.7	0	13	.	-10
48	Cc1ccc(O)c(C2=NCCNC(C(F)(F)F)=C2)c1
→ -2	-29	0.5	1.1	-1.6	-8	24	-0.11	-11
49	CCn1c(COc2cccc(OC)c2)nnc1SCC(=O)Nc1cc(OC)ccc1OC
→ -8	-9	-0.2	2.5	-1.3	-1	12	-0.26	-14
50	COc1ccc(C)cc1NC(=O)c1ccc2c(SCC(=O)O)c3c(nc2c1)CCCC3
→ -10	-5	0.5	3.0	-0.1	-9	-19	.	.
51	CC1Cc2ccccc2N1C(=O)CSc1nnc(-c2ccc(S(=O)(=O)N3CCCC3)cc2)n1C (centres undefined)
→ .	0	-0.7	-0.7	0.2	2	-5	-1.5	1
52	CCCCOc1ccc(/C=N/NC(=O)C2CCCNC2=O)cc1 (centres undefined)
→ 1	-8	1.5	3.7	0.7	-2	25	1	-13
53	COc1ccc2cc(CCNC(=O)c3cccs3)c(=O)[nH]c2c1
→ 2	-13	-0.4	-1.9	3.5	6	12	-0.41	.
54	CC(C)n1c(=S)[nH]c2cc(C(F)(F)F)ccc21
→ 15	-8	2.5	-1.0	0.0	7	28	.	-10
55	S=C(NCCc1ccc(Cl)cc1)NC1CCCC1
→ 18	4	0.2	-4.9	0.0	-5	20	-1.7	-92
56	CCCCCC(=O)Nc1sc(C)c(C)c1C#N
→ 12	-10	0.5	6.9	2.0	2	1	-0.5	-8
57	Cc1nnc(N/N=C/c2ccc(O)c([N+](=O)[O-])c2)[nH]c1=O
→ .	-4	-0.1	2.6	0.2	-3	31	0.91	.
58	COc1ccc(-c2nnc(SCC(=O)N3CCCCC3)o2)cc1OC
→ 1	-1	0.6	1.1	3.9	2	6	-0.066	-21
59	Cc1cc(C(F)(F)F)nc(-n2cc(-c3cccc(N)c3)nn2)n1
→ .	-12	0.1	0.0	-0.3	4	-22	0.15	-17
60	Cc1cc(C)n(-c2cccc3cccnc23)n1
→ 7	-4	1.7	-1.8	-1.0	3[fluorescence artefact?]	-5	0.14	-9

Fetched by compound from the list above, 3 records:
Order of values – Rad51 HR inh	EBV gp42 inh	PERK inhibitor	TNF death inh	L929 necroptosis	eIF4E 4G PPI	m-calpain inh	Cl transport mod	Mdm2 ligase inh
45	O=C(Nc1nn[nH]n1)c1cccc(Oc2ccccc2)c1
→ -5	-26	1.1	3.1	1.6	1	-5	0.16	-12
60	Cc1cc(C)n(-c2cccc3cccnc23)n1
→ 7	-4	1.7	-1.8	-1.0	3[fluorescence artefact?]	-5	0.14	-9
49	CCn1c(COc2cccc(OC)c2)nnc1SCC(=O)Nc1cc(OC)ccc1OC
→ -8	-9	-0.2	2.5	-1.3	-1	12	-0.26	-14

Additional results
Order of values – Rad51 HR inh	EBV gp42 inh	PERK inhibitor	TNF death inh	L929 necroptosis	eIF4E 4G PPI	m-calpain inh	Cl transport mod	Mdm2 ligase inh
61	N/C(CCS(=O)(=O)c1ccc(Cl)cc1)=N\OC(=O)c1ccccc1C(F)(F)F
→ 10	-14	-1.2	-5.6	-0.4	4	9	.	-11
62	CC(C)c1c(O)nc(SCC(=O)N2CCOCC2)[nH]c1=O
→ .	-14	0.1	0.8	-0.1	-5	10	0.14	-4
63	c1ccc(-c2cn3nc(-c4ccccc4)cnc3n2)cc1
→ -14	-33	1.6	0.4	1.4	5[fluorescence artefact?]	-75	0.27	-31
64	O=C(COC(=O)c1ccccc1N1C(=O)C2C3CCC(C3)C2C1=O)c1ccccc1 (centres undefined)
→ 0	23	-1.2	1.5	-0.1	-5	-1	0.77	-2
65	Cc1cccc(N2CCN(C(=O)CN3C(=O)C4CC=CCC4C3=O)CC2)c1C (centres undefined)
→ 0	-2	-0.4	-1.7	0.3	1	48	0.23	-5

Source: PubChem BioAssay (several laboratories)
